# HDAC3 inh: blocks human histone deacetylase 3; O15379; recombinant HDAC3, fluorogenic peptide/trypsin coupled, fluorescence; inhibition, % at 8.3 µM; 320,000 compounds, 0.15% hits; AID 2718; in the data active means inhibition above about 26%, passing the limit was not always enough; inconclusive means no clear call, values can overlap the other calls
# Target sequence (O15379 whole entry, looked up): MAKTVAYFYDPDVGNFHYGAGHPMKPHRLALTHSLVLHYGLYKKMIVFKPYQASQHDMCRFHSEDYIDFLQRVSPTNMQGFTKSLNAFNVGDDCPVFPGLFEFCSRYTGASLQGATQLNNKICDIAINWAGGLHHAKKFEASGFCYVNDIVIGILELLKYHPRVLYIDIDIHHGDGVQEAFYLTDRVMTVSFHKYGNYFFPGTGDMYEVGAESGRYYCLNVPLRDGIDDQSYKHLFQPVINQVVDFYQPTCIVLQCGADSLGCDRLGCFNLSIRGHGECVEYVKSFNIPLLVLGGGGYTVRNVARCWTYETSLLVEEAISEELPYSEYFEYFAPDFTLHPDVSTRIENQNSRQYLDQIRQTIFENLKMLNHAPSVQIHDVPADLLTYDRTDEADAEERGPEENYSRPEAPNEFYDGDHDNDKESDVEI
# HIF activator: HIF pathway transcriptional activation | activation, % at 7.5 µM (by protocol) | AID 1910 | U2OS HRE-luciferase reporter, luminescence; normalized: DMSO 0%, desferrioxamine 100% | 300,000 compounds, 0.32% hits;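 active means mean activation of at least 10% of the iron chelator positive control signal, with at least half of replicates also reaching 10%; inconclusive means mean and replicate majority disagree about reaching 10%; inactive means mean and most replicates under 10%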
# aSyn 5UTR inh: MLPCN primary screen, SNCA 5' untranslated region; alpha-synuclein 5'UTR reporter, inhibitor activity; AID 1813; 300,000 compounds, 0.82% hits; inhibition, % (tested at 7.5 µM); in the data active means inhibition above about 60%; inconclusive means no clear call, values can overlap the other calls;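 further: H4 neuroglioblastoma cells stably carrying SNCA 5'UTR luciferase fusion; 0% = DMSO wells and 100% = positive control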
# KLF5 inh: inhibitors of KLF5 expression | AID 1700 | 290,000 compounds, 0.23% hits | DLD-1 KLF5 promoter-luciferase reporter, luminescence | inhibition, % at 5 µM;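 active means inhibition above a per-plate limit of that plate's mean compound inhibition plus 3 SD, cut at about 60% in these data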;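 further: 0% = DMSO wells and 100% = LY294002 at 200 µM; higher means less KLF5 promoter-driven luciferase light; inactives centre near -14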
# HSF1 inh: HSF1 inhibition; AID 2098; activity change, negative = inhibition, % at 7.5 µM (by protocol); 300,000 compounds, 0.77% hits; NIH3T3-HGL HSE-luciferase, MG132-induced, luminescence 8 h; stronger effect = lower value;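 active means more than half of replicate wells show activity change below -50%, luminescence cut by over half; inconclusive means some wells, but at most half, below -50%; inactive means no replicate well below -50%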;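 further: luciferase reports HSF-1 transcriptional activity via heat shock element; 0% = median of DMSO wells and -100% = zero luminescence signal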
# AI-2 QS mod: Vibrio harveyi AI-2 quorum sensing modulation; 300,000 compounds, 0.4% hits; Vibrio harveyi JMH597 AI-2 luminescence/OD600 ratio, 9 h; stronger effect = lower value; strain lacks LuxN and CqsS sensors; 0 = neutral-control median; AID 2094; activity change, % at 7.5 µM; in the data active means activity change below about -75%, passing the limit was not always enough; inconclusive means no clear call, values can overlap the other calls;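 further: luminescence divided by OD600 gain over 9 h not by final OD600 alone; inactives centre near 13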
# Platelet DG rel: platelet dense granule release activity; human platelet-rich plasma, SFLLRN dense granule ATP release, luminescence; inhibition, %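 (compounds screened at 7.5 µM in platelet-rich plasma)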; 300,000 compounds, 0.22% hits;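 active means mean replicate score, as percent of positive control, at or above 50; inconclusive means mean below 50 but at least one replicate at or above 50; inactive means mean and every replicate below 50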
# IEC-6 tox: counter-screen for KLF5 inhibitors: cytotoxicity in IEC-6 cells | IEC-6 cytotoxicity, luminescence viability | inhibition, % at 5 µM | 290,000 compounds, 0.78% hits | AID 1825; in the data active means inhibition above about 22%;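 further: 0% = plate median of test compound wells and 100% = cytotoxic reference compound wells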
# HSP90 inh: inhibitors of HSP90 luciferase refolding in rabbit reticulocyte lysate; inhibition, % at 5.6 µM; luciferase refolding luminescence, 3 h; 290,000 compounds, 0.91% hits; AID 1789;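 active means inhibition above the screen-wide mean plus 3 SD, computed separately per campaign, cut at about 16% in these data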;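 further: 0% = DMSO wells and 100% = 60 µM geldanamycin wells; inhibitors lower the luminescence because luciferase stays unfolded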
# HSF1 activator: increases HSF-1 driven luciferase reporter signal | NIH3T3-HGL HSF-1 luciferase reporter, MG132, 8 h; 100% = twice DMSO control signal | activation, % at 9 µM | 300,000 compounds, 1.7% hits;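 active means mean replicate activation of at least 50% with a set share of replicates each reaching 50%; inconclusive means only one of those two conditions met; inactive means mean below 50% and too few replicates reaching it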;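 further: 0% = median of the neutral control wells and 100% = twice that signal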
# Active calls of the source: *; ? = inconclusive; . = not tested or not shown.
SMILES,HDAC3 inh,HIF activator,aSyn 5UTR inh,KLF5 inh,HSF1 inh,AI-2 QS mod,Platelet DG rel,IEC-6 tox,HSP90 inh,HSF1 activator
Cc1ccc2cc(C(c3nnnn3CC3CCCO3)N3CCc4ccccc4C3)c(=O)[nH]c2c1 (centres undefined),4,-0.7,-39,-23,1,18,0,2,7,2
CC1CCc2nc(/C(C#N)=C/c3ccncc3)sc2C1 (centres undefined),-6,1.5,-114,-9,64,36,7,3,6,97*
Cc1ccc(SCc2nn(C)c(Cl)c2C=O)cc1,-3,0.5,-34,-42,29,10,2,-4,0,29
O=C(COC(=O)c1cnccn1)c1ccc(Cl)cc1,-1,.,.,-7,.,9,.,-11,-2,.
O=C(COC(=O)C1CC2C=CC1C2)Nc1cccc(S(=O)(=O)N2CCOCC2)c1 (centres undefined),.,0.1,9,7,1,39,6,-2,2,-1
CCOC(=O)CN/C=C(\C#N)c1ccc(F)cc1,1,0.1,-5,-27,6,0,4,-8,3,7
CCCn1nc2cc(C(=O)N(CC)c3ccc(OC)cc3)ccc2c1OCC,-21,-1.4,0,-16,-6,11,2,-5,0,24
C=CCN(c1ccccc1)S(=O)(=O)c1cccc(C(=O)NNC(=O)c2ccncc2)c1,.,-0.2,2,.,-9,25,-1,.,.,-9
CC(C)/C=N/Nc1nc2c(c(=O)n(C)c(=O)n2C)n1C,4,0.9,-2,-6,-1,16,-19,3,4,34
O=C(c1ccco1)n1nc(-c2ccco2)nc1SCc1ccccc1,?,1.5,-42,-54,-36,15,-2,3,0,-52
COc1ccc(C2(C(F)(F)F)NC(=O)N(C)C(=O)N2C)cc1 (centres undefined),-1,0.2,-6,-4,1,21,-3,2,0,11
O=C(NCc1cccs1)Nc1cc(Cl)ccc1Cl,-4,0.1,16,-5,-5,21,-2,1,-4,8
COc1cc(SC)ccc1C(=O)Nc1ccc(Br)cn1,-2,-2.3,101*,-97,-44,-1,13,-3,33*,-50
COc1ccc(N(CC(=O)N2CCN(c3ccccc3F)CC2)S(=O)(=O)c2c(C)n[nH]c2C)cc1,1,-0.7,14,13,0,-8,10,0,1,5
O=C(Cc1ccccn1)c1ccccc1,-1,-3.0,-23,.,2,15,3,.,.,5
COc1cc(C#Cc2c(-c3ccccc3)n(C)c3ccccc23)cc(OC)c1,0,0.6,4,-24,11,25,4,-2,-3,4
Cc1cccc(N2CC(C(=O)Nc3nnc(SCC(=O)NCC4CCCO4)s3)CC2=O)c1 (centres undefined),3,0.0,19,-25,-1,28,-16,-3,0,5
Cc1cccc(NS(=O)(=O)c2ccc3c(c2)oc(=O)n3C)c1C,0,0.7,31,-63,-4,9,-1,-4,-4,0
Cc1cccc(-n2ncc3c(N(CCO)CCO)ncnc32)c1,-4,2.5,-106,-59,7,18,25,7,-4,20
O=C(NCCS(=O)(=O)NCc1ccccc1)c1ccc2c(c1)OCO2,-1,-0.3,1,.,5,20,10,.,.,7

# Limited to aSyn 5UTR inh (2 entries from above):
Molecule,aSyn 5UTR inh
COc1ccc(C2(C(F)(F)F)NC(=O)N(C)C(=O)N2C)cc1 (centres undefined),-6
O=C(NCc1cccs1)Nc1cc(Cl)ccc1Cl,16

# Additional results
SMILES,HDAC3 inh,HIF activator,aSyn 5UTR inh,KLF5 inh,HSF1 inh,AI-2 QS mod,Platelet DG rel,IEC-6 tox,HSP90 inh,HSF1 activator
COc1ccc2c(c1)CCc1c(C(=O)Nc3cc(C)n(Cc4ccc(Cl)cc4)n3)noc1-2,5,0.2,14,-5,-1,22,7,8,2,-12
CCOC(=O)N1CCC(NC(=O)c2cc(S(=O)(=O)N3CCCCC3)ccc2F)CC1,3,-1.2,0,-32,3,8,0,-10,1,14
Nc1ccc(S(=O)(=O)NC2(C(F)(F)F)NC(=O)N(c3ccc(F)cc3)C2=O)cc1 (centres undefined),4,0.8,22,-2,2,9,4,2,-5,3
Cc1ccn2c(NC3CCCC3)c(-c3ccccn3)nc2c1,13,6.6,-47,-48,1,-8,1,2,2,-10
COc1ccc(-n2c(SCc3nnc(-c4ccccc4)o3)nnc2-c2ccccc2)cc1,-3,-0.7,23,-10,1,-1,4,0,2,11
COc1cccc(-c2ccc(NC(=O)C3CCCN(Cc4ccco4)C3)cc2)c1 (centres undefined),4,0.9,-42,-44,4,14,-7,6,0,-7
CC(C)NC(=O)Cn1nc(C(F)(F)F)c2c1CCC2,-2,0.0,-15,-6,5,16,39,3,2,26
CCOC(=O)c1sc2ncnc(N3CCN(CC)CC3)c2c1C,-8,-0.5,12,-21,0,14,6,3,-1,-8
CCN(CC)S(=O)(=O)c1ccc(OC)c(NC(=O)c2cccc([N+](=O)[O-])c2C)c1,7,-0.9,-21,-20,-2,17,0,-5,6,0
O=C(O)Cn1c(=O)c2c3c(sc2n(Cc2ccccc2F)c1=O)CCCC3,-1,0.4,-2,-37,-2,-16,-2,1,3,12
CC(=O)N1CCN(S(=O)(=O)c2cccc(C(=O)Nc3cc(C(F)(F)F)ccc3N3CCOCC3)c2)CC1,1,-0.3,18,-8,-11,4,-3,7,-2,6
CCCN(C(=O)C(C)Oc1cccc(Cl)c1)c1c(N)n(Cc2ccccc2)c(=O)[nH]c1=O (centres undefined),0,0.0,8,6,-3,31,-11,-4,0,-8
COc1ccc(C(=O)Nc2ccccc2)cc1S(=O)(=O)NCc1ccco1,0,-0.1,20,5,-34,16,-8,0,1,-47
Cc1ccc(-c2cc(C(=O)N/N=C/c3c(C)nn(C)c3C)c3ccccc3n2)cc1C,2,0.5,-73,-19,16,18,8,12,1,31
FC(F)(F)c1cnc(Oc2cccc3ccccc23)c(Cl)c1,-2,0.6,-37,-46,-7,24,-6,2,1,0
Cc1ccccc1OCCn1c(S(=O)(=O)O)nc2c(N)ncnc21,-7,0.4,0,-42,3,23,-7,-9,0,-5
c1ccc(Cn2nnnc2C(c2ccccn2)N2CCN(c3ccccc3)CC2)cc1 (centres undefined),-12,-0.3,-19,-38,1,12,8,8,-4,1
CCc1ccc(N(C(=O)c2csnn2)C(C(=O)NC2CCCCC2)c2cccnc2)cc1 (centres undefined),-4,-0.4,19,-16,0,31,-66,2,0,15
COc1ccc(N(C(=O)c2ccco2)C(C(=O)NC2CCCC2)c2cc(OC)c(OC)c(OC)c2)cc1 (centres undefined),5,-0.1,6,-14,6,27,-7,-1,1,-2
Cc1ccc2[nH]c3c(=O)n(CC(=O)Nc4ccccc4N4CCN(C)CC4)ncc3c2c1,-6,0.0,9,-28,5,14,-2,-5,-1,-7
COc1cc2cc(C(=O)N3CCN(Cc4ccc5c(c4)OCO5)CC3)c(=O)oc2cc1OC,-1,0.2,19,-30,-5,43,5,-8,1,8
Cc1ccc(-n2c(=O)c3sccc3n(CC(=O)NC3CCCC3)c2=O)cc1,1,-0.6,0,-10,-2,3,2,3,-3,3
CCCc1cc(=O)n2[nH]c(NCc3ccc(OC)cc3)nc2n1,0,-0.2,-7,-16,-11,11,2,-4,-1,0
C/C(=N\NC(=O)c1cccc(O)c1)c1cccc(NC(=O)c2ccc(F)cc2)c1,-5,1.1,-58,-85,9,18,9,0,0,8
Cc1ccc(Oc2ccc3c(c2)C(=O)N(c2cccc4cccnc24)C3=O)cc1,11,0.0,0,-10,-4,32,-3,26*,0,-5
COc1ccc(C(=O)CC(=O)C(=O)NCCc2cccc(C)c2)cc1,1,0.6,-13,-33,39,4,6,3,-5,70*
O=C(NCCCNC(=O)c1ccccc1Cl)c1cnccn1,1,0.5,-18,18,-10,-1,.,1,-3,0
CCOC(=O)CCCc1c[nH]c2ccccc12,3,-0.1,-5,-4,7,30,-6,3,-2,12
O=[S@]1Oc2ccccc2-c2ccccc21,0,-0.2,-10,.,-2,29,-4,.,.,-4
Cc1sc(Cc2nc(O)cs2)nc1-c1ccccc1,4,-0.2,-4,-17,-1,-1,8,4,-3,11
CCOC(=O)c1c(C)nc(-c2ccccc2)nc1NC(C)=O,2,0.9,-47,-26,16,8,-15,-3,-5,36
Cc1cc(C)c(C)c(C(=O)COC(=O)CNC(=O)CN2C(=O)c3ccccc3C2=O)c1C,8,-0.1,-16,-11,-9,21,1,-1,3,-4
CN1CCN(CCC(=O)Nc2ccccc2Cl)CC1,8,0.5,5,-22,-5,17,1,-3,-1,2
Cc1ccc(C)c(NC(=O)CN(C)C(=O)Cn2c(=O)oc3ccccc32)c1,4,0.4,0,.,-2,14,1,.,.,-1
O=C(NCCCc1ccccc1)C1CCC(CNc2c(N3CCCCC3)c(=O)c2=O)CC1 (centres undefined),-4,-1.5,12,-10,-4,30,4,-10,-6,4
CCOC(=O)c1ccc(COc2ccc(C(C)C)cc2)o1,4,2.5,-129,-170,25,7,13,-3,33*,54*
O=C(CSc1nnnn1-c1cccc2c1CCCC2)NC1CCCC1,6,-0.3,12,7,-6,7,-7,-4,3,-1
CCOC(=O)C1(S(=O)(=O)c2ccccc2)CCN(Cc2ccccc2)CC1,2,-0.2,19,-23,3,-8,4,3,1,-3
O=C(NCc1ccccn1)c1ccc(OC2CCN(Cc3ccc(F)cc3F)CC2)cc1,-8,0.3,13,-20,-8,10,7,0,-1,-15
CCCOc1ccc(CNC(=O)Cc2cccs2)cc1,0,2.1,-98,-65,11,22,2,-3,0,30
O=C(OCC(=O)N1CCOCC1)c1c(Cl)ccc(Cl)c1Cl,-3,-0.5,-31,4,-3,35,2,1,1,5
C=CCNc1nc(-c2ccc(OC)cc2OC)cs1,7,4.9,-321,-27,-1,17,-1,0,-1,16
Cc1cc(C)nc(SCc2ccc(C(=O)N/N=C/C3CCCCC3)cc2)n1,-1,-0.1,-9,-11,-8,3,-3,-6,-1,0
O=C(Nc1ccccc1-c1ccccc1)NC1CC2CCCC(C1)N2Cc1ccc(F)cc1 (centres undefined),1,-0.3,10,-6,12,30,4,1,-5,4
Cc1cccc(NC(=O)CSC2=NN3CCCC(=O)N=C3S2)c1C,-4,-0.1,9,-15,9,19,10,-9,5,2
O=C(Nc1ccccc1F)N1CCc2ccccc2C1,-14,3.8,-42,-152,9,12,-3,-3,-2,17
Cc1ccnc(NC(=O)CNC(=O)C23CC4CC(CC(C4)C2)C3)c1,-2,0.9,-11,.,-3,-4,3,.,.,-16
CCCn1c(=O)c(C(=O)Nc2cccc(C)c2)c(O)c2ccccc21,2,0.6,-51,-23,-4,-1,-3,2,0,-16
CCN(CC)C(=O)CSc1nnc([C@@H](N)C(C)C)o1,-5,-0.4,12,-13,-1,8,-2,0,-5,-5
O=C(NNC(=O)C1CCCCC1)c1ccco1,-1,-0.2,-13,2,3,9,-6,1,-2,1

# Further records follow:
SMILES,HDAC3 inh,HIF activator,aSyn 5UTR inh,KLF5 inh,HSF1 inh,AI-2 QS mod,Platelet DG rel,IEC-6 tox,HSP90 inh,HSF1 activator
COc1ccc(N2CCN(C(=O)C3CCN(C(=O)c4cccc(Cl)c4)CC3)CC2)cc1,1,1.5,7,-24,2,-1,-2,2,0,0
COc1ccc(C(=O)NNC(=O)Cc2ccc(Cl)cc2)cc1,0,-0.2,-4,-31,0,14,-5,-5,3,7
O=C(CN1CCCCC1)NC1CCc2cc3c(cc21)CCC3 (centres undefined),-1,0.4,56,.,5,28,5,.,.,26
CCn1cc(C(=O)NCC(OC)OC)c(=O)c2cc(S(=O)(=O)N3CCC(C)CC3)ccc21,4,30*,6,16,2,3,6,32*,2,3

# Bioassay records (PubChem)
